High-throughput results as filed in PubChem.
KCNK9 inh: KCNK9 potassium channel inhibitors, primary screen, HEK293 cells, thallium flux | Potassium channel subfamily K member 9 (Homo sapiens), Q9NPC2 | FluxOR thallium flux fluorescence; active compounds read low | B-score at 10 µM | actives 1.2% (n = 310,000);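 active = ratio B-score over 3 SD below the library mean, with starting fluorescence within 5 SD of its mean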;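 also: negative B-score means less thallium flux so channel inhibition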
TMEM16A act: TMEM16A chloride channel activators or potentiators, primary screen, cell-based, HTS; HEK293 TMEM16A/YFP-H148Q/I152L, iodide quench fluorescence; active compounds read low; B-score at 10 µM; AID 623877, 2012; actives 0.3% (n = 340,000);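 active = fluorescence-ratio B-score plate-corrected deviation score at least 3 library SD below zero, with starting fluorescence score within 5 deviations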;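 also: channel opened by trigger with iodide after compound preincubation; score built on the fluorescence ratio of max minus min over baseline; more negative score means more quench and so TMEM16A activation or potentiation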
SKKanGAS inh: S. pyogenes SKKanGAS growth inhibitors in kanamycin, primary screen, streptokinase expression inhibitor project, SKKanGAS strain, BacTiter-Glo luminescence | 6 h | inhibition, % at 7.5 µM | actives 1.3% (n = 300,000);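 active = mean replicate score, as percent of positive control median, at least 50; inconclusive = mean below 50 but one replicate at or above 50; inactive = mean and every replicate below 50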;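 also: strain carries kanamycin resistance gene driven by streptokinase promoter and grows in 40 µg/ml kanamycin; loss of luminescence reflects streptokinase promoter inhibition or plain growth inhibition; 0% = median of DMSO wells and 100% = positive control at its reference dose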
KCNQ1 act: potentiators or activators of KCNQ1 channel, primary screen, cell-based, thallium flux, high-throughput | actives 0.35% (n = 310,000) | Potassium voltage-gated channel subfamily KQT member 1 (Homo sapiens), P51787 | CHO-K1 KCNQ1, thallium flux FluxOR fluorescence; active compounds read high | B-score at 10 µM;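 active = fluorescence ratio B-score, a plate-corrected score, at least three library SD, with initial intensity B-score within 5 SD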
Target sequence (P51787 whole entry, looked up): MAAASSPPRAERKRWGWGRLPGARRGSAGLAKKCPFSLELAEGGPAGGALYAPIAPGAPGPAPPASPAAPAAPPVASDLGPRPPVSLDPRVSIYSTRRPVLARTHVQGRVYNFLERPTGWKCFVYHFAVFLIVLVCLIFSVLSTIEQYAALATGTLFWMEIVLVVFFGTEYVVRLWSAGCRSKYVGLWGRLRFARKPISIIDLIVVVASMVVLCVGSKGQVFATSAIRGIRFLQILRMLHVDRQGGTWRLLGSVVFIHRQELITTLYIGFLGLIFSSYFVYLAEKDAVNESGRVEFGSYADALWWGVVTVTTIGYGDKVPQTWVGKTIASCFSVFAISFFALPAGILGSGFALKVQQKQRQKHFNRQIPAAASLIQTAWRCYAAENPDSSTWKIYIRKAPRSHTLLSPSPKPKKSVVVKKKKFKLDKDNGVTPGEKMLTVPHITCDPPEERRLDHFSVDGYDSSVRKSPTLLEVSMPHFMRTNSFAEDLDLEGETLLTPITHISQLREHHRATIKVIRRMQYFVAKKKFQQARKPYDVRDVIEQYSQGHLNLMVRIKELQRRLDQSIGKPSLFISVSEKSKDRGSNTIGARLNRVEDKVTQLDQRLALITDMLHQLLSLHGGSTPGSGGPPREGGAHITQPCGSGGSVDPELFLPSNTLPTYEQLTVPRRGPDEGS
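Medium – assay buffer, equal DMSO in all wells · Material – CHO-K1 cell line with stable KCNQ1 potassium channel expression · Signal – kinetic FluxOR thallium fluorescence, 10-s 1-Hz baseline, 110-s post-stimulus read · Compound – single concentration per compound, DMSO matched to controls · Schedule – 37 °C overnight plating, 90-min dark dye load, 20-min compound pretreatment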
KCNQ1 block: inhibitors of human KCNQ1 channel, primary screen, cell-based, thallium flux, high-throughput. CHO-K1 KCNQ1, FluxOR thallium flux fluorescence; active compounds read high. B-score at 10 µM. Potassium voltage-gated channel subfamily KQT member 1 (Homo sapiens), P51787. actives 1.3% (n = 310,000). AID 2642, 2010;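 active = compounds whose thallium flux B-score, printed positive for inhibition, exceeds three library SD while starting fluorescence stays within three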;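 also: channel opened by potassium depolarization with thallium stimulus after 20 min compound exposure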
hERG rescue: hERG rescue from dofetilide block, primary screen, cell-based, CHO-hERG, FluxOR thallium flux, dofetilide IC70. dofetilide IC70 present. AID 1511, 2009. Voltage-gated inwardly rectifying potassium channel KCNH2 (Homo sapiens), Q12809. actives 0.51% (n = 310,000). activation (rescue from dofetilide block), less the hit threshold, % at 10 µM;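 active = activation above the mean of controls blocked by dofetilide plus 5 SD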;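 also: thallium influx through hERG after potassium depolarization seen as dye fluorescence rise; in these data hits start at about 4.7%; inactives centre near -7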
HDAC3 inh: HDAC3 deacetylase inhibitors, primary screen, biochemical, fluorescence, cell-free homogeneous. Histone deacetylase 3 (Homo sapiens), O15379. recombinant HDAC3, fluorogenic peptide/trypsin coupled. inhibition, % at 8.3 µM. actives 0.15% (n = 320,000). AID 2718, 2010; in the data active = inhibition above about 26%, passing the limit was not always enough; inconclusive = no clear call, values can overlap the other calls
RGS4 act: RGS4 potentiators or activators, primary screen, cell-based, HEK293 M3R inducible RGS4, calcium flux. actives 0.92% (n = 310,000). B-score at 10 µM. carbachol calcium flux Fluo4; active compounds read low. AID 463111, 2010;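 active = B-score of the integrated calcium signal more than 4 SD below the library mean, with starting fluorescence not abnormally high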;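 also: negative B-score means reduced calcium response which marks RGS4 activation or potentiation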
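Reagent: ECmax carbachol challenge; Test system: M3R-expressing HEK293 line, RGS4 induced by doxycycline; Schedule: overnight RGS4 induction, 30 min dye load 37 °C, 20 min compound RT; Detection: calcium dye Fluo4 fluorescence; Read-out: Agonist-evoked peak-minus-minimum fluorescence over baseline, integrated ratio, B score.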
RGS4 block: RGS4 inhibitors, primary screen, cell-based, HEK293 M3R inducible RGS4, calcium flux; Regulator of G-protein signaling 4 (Homo sapiens), P49798; Fluo-4 calcium flux; active compounds read high; triggered by carbachol at its EC20; B-score at 10 µM; actives 0.45% (n = 310,000); AID 463165, 2010;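 active = B-score, a plate-corrected calcium signal, over three deviations above library mean, with baseline fluorescence within five deviations of library mean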;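 also: RGS4 expression induced by doxycycline in cells with stable M3 receptor; B-score is computed from the integrated fluorescence ratio over baseline after carbachol; higher B-score means a larger calcium signal and so more RGS4 inhibition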
Target sequence (P49798 whole entry, looked up): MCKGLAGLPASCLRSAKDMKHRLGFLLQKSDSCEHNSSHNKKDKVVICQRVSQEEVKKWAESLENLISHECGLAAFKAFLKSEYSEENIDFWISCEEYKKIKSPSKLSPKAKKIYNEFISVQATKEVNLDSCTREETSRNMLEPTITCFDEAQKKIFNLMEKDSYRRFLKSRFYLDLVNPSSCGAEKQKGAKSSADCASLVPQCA
ANO1 block: TMEM16A chloride channel inhibitors, primary screen, cell-based, HTS; HEK293 TMEM16A/YFP iodide influx fluorescence, ionomycin; Anoctamin-1 (Mus musculus), Q8BHY3; actives 1.2% (n = 310,000); normalized B-score (activity score, 25-100; higher = stronger inhibition) at 10 µM;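 active = ratio plate-corrected score three or more library SD toward inhibition, starting fluorescence score within five deviations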;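 also: score derived from kinetic fluorescence span divided by baseline fluorescence per well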
KCNK3 block: human KCNK3 channel inhibitors, primary screen, CHO cells, FluxOR thallium flux, B-score; Potassium channel subfamily K member 3 (Homo sapiens), O14649; FluxOR fluorescence; active compounds read low; actives 0.84% (n = 340,000); B-score at 10 µM; AID 602410, 2012;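 active = B-score under library mean minus 4 SD, starting fluorescence ratio at most library mean plus 5 SD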;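 also: more negative B-score means stronger inhibition of thallium flux through KCNK3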
The depositor's hits bear a star; i = inactive; ? = inconclusive; / = not tested or not shown. Random draw from the library. Share with any hit: about 6.3%.

SMILES	KCNK9 inh	TMEM16A act	SKKanGAS inh	KCNQ1 act	KCNQ1 block	hERG rescue	HDAC3 inh	RGS4 act	RGS4 block	ANO1 block	KCNK3 block
CC(CCc1ccccc1)NCc1ccc(Cl)cc1Cl (stereo not given)	i	i	19	i	i	-6	4	i	i	i	i
CCOC(=O)C1=NOC2COC3(CCN(c4ncccn4)CC3)OCC12 (stereo not given)	i	i	-9	i	i	-6	-13	i	i	i	i
CCOC(=O)N1CCN(C(=O)CCCCCn2c(=S)[nH]c3cc4c(cc3c2=O)OCO4)CC1	i	i	1	i	i	-8	3	i	i	i	i
O=C(COC(=O)c1ccccc1C(=O)c1ccc(Cl)cc1)NCC1CCCO1 (stereo not given)	i	i	11	i	i	-6	-6	i	i	i	i
COc1cc(N=CC2=C(O)c3ccccc3C2=O)cc(OC)c1	i	i	-18	i	i	-8	-10	i	i	i	i
CCOc1cccc(-c2c(C(=O)N/N=C/c3ccsc3)nnn2-c2nonc2N)c1	i	i	0	i	i	-10	0	i	i	i	i
Cc1cccc(-c2nc(C#N)c(NCc3ccco3)o2)c1	i	i	-9	i	i	-12	-56	i	i	i	i
Cc1ccc(NC(=O)CCC(=O)c2cccs2)c(Br)c1	i	i	1	i	i	-12	-2	i	i	i	i
CCOC(=O)c1ccc(N2C(=O)c3n[nH]c(C)c3C2c2ccc(O)cc2)cc1 (stereo not given)	-7.1*	i	-5	i	i	-6	-6	i	i	i	i
O=C(c1cccs1)N1CCN(c2ncc(C(F)(F)F)cc2Cl)CC1	i	i	13	i	i	-9	6	i	i	i	i
Cc1cccc(C(=O)N/N=C/c2ccc3c(c2)OCO3)n1	i	i	-7	i	i	-19	3	i	i	i	i
CCCOc1ccc(N2CC(C(=O)Nc3ccc(N4CCOCC4)cc3)CC2=O)cc1 (stereo not given)	i	i	6	i	i	-14	-3	i	i	i	i
CC(=O)N1c2ccc(S(=O)(=O)NCC3CCC(C(=O)Nc4ccc(C)cn4)CC3)cc2CC1C (stereo not given)	i	i	18	i	i	-5	-2	i	i	i	i
CCCCc1nc(C(N)=O)c2[nH]c(=O)n(-c3ccccc3F)c2n1	i	i	-4	i	i	-11	2	i	i	i	i
Cc1cc(C(=O)Nc2c(F)c(F)c(F)c(F)c2F)n(-c2ccccc2)n1	i	i	-12	i	i	-4	?	i	i	i	i

An excerpt from above in order of formula weight, lowest first:
SMILES	KCNK9 inh	TMEM16A act	SKKanGAS inh	KCNQ1 act	KCNQ1 block	hERG rescue	HDAC3 inh	RGS4 act	RGS4 block	ANO1 block	KCNK3 block
Cc1cccc(-c2nc(C#N)c(NCc3ccco3)o2)c1	i	i	-9	i	i	-12	-56	i	i	i	i
Cc1cc(C(=O)Nc2c(F)c(F)c(F)c(F)c2F)n(-c2ccccc2)n1	i	i	-12	i	i	-4	?	i	i	i	i
CCOC(=O)c1ccc(N2C(=O)c3n[nH]c(C)c3C2c2ccc(O)cc2)cc1 (stereo not given)	-7.1*	i	-5	i	i	-6	-6	i	i	i	i
O=C(COC(=O)c1ccccc1C(=O)c1ccc(Cl)cc1)NCC1CCCO1 (stereo not given)	i	i	11	i	i	-6	-6	i	i	i	i
CCOc1cccc(-c2c(C(=O)N/N=C/c3ccsc3)nnn2-c2nonc2N)c1	i	i	0	i	i	-10	0	i	i	i	i

New compounds follow
SMILES	KCNK9 inh	TMEM16A act	SKKanGAS inh	KCNQ1 act	KCNQ1 block	hERG rescue	HDAC3 inh	RGS4 act	RGS4 block	ANO1 block	KCNK3 block
Cc1ccccc1CSCC(Nc1ccc(C(=O)O)cc1[N+](=O)[O-])C(=O)O (stereo not given)	i	i	-1	i	i	-2	3	i	i	i	i
CC(C)(C)NC(=O)CN(C(=O)CS(=O)CC(=O)Nc1ccc(F)cc1)c1ccc2c(c1)OCCO2 (stereo not given)	i	i	-3	i	i	-13	1	i	i	i	i
Cc1ccc(O)c(CNc2cccc(C)n2)c1	i	i	-1	i	i	-2	/	i	i	/	i
O=C(CN1CCCCCC1)N/N=C/c1cccc(Cl)c1Cl	i	i	-4	i	i	-2	-11	i	i	i	i
CCn1c2ccccc2c2cc(NC(=O)CSc3nnc(-c4cccc(C)c4)o3)ccc21	i	i	8	i	i	-13	8	i	i	i	i
CCc1cc2c(NCC3CCCO3)nc(C)nc2s1 (stereo not given)	i	i	5	i	i	-8	-5	i	i	i	i
CCOc1ccccc1C(=O)N[C@H](C(=O)Nc1ccc(OC)c(S(=O)(=O)N2CCOCC2)c1)C(C)C	i	i	/	i	i	-14	-9	i	i	i	i
CN1CCN(CCc2nc3cc(NC(=O)c4ccco4)ccc3n2C)CC1	i	i	-16	i	i	-6	0	i	i	i	i
CCC(C(=O)O/N=C(\N)c1ccccc1)c1ccccc1 (stereo not given)	i	i	28	i	i	-6	-1	i	i	i	i
Cc1ccc(N2CN(Cc3ccco3)CNC2=S)cc1	i	i	-17	i	i	-9	-1	i	i	i	i
CCC1CCC(N2CCN(c3cccc(OC)c3)CC2)CC1 (stereo not given)	i	i	2	i	i	-10	0	i	i	i	i
CCCn1c(SCC(=O)c2cc(C)ccc2C)n[nH]c1=O	i	i	0	i	i	-4	8	i	i	i	i
COc1ccc(OC)c(-c2csc(N(CC3CCCO3)C(=O)C3CCCCC3)n2)c1 (stereo not given)	i	i	30	i	i	-9	4	i	7.2*	i	-9.5*
N#Cc1cccc(NC(=O)CC2CCCC2)c1	i	i	0	i	i	-5	1	i	i	i	i
CCOC(=O)C1=C(N)n2c(s/c(=C\c3ccncc3)c2=O)=C(C(=O)OCC)C1c1ccncc1 (stereo not given)	i	i	-3	i	i	-5	5	i	i	i	i
O=C(Nc1ccccc1C(=O)O)c1ccccc1	i	i	-9	i	i	-5	9	i	i	i	i
CCOC(=O)C1CCCCN1Cc1ccc(OC)c(OC)c1OC (stereo not given)	i	i	4	i	i	-11	-2	i	i	i	i
O=C(NC1CCN(C(=O)Nc2cccc(Cl)c2)CC1)c1ccccc1	i	i	0	i	i	-2	-1	i	i	i	i
Cn1c(=O)c2c(SCc3cccnc3)nc(C3CC3)nc2n(C)c1=O	i	i	-10	i	i	-10	-3	i	i	i	i
CCOc1ccc(NC(=S)N2CCN(S(=O)(=O)c3ccccc3)CC2)cc1	i	i	/	i	i	-14	3	i	i	i	i
CC(=O)Nc1ccc(S(=O)(=O)NNC(=O)c2ccc(S(=O)(=O)N3CCCCC3)cc2)cc1	i	i	5	i	i	-4	6	i	i	i	i
OCOCCCn1c(C2CCCN2c2nc(-c3ccc(F)cc3)cs2)nc2cc(Cl)c(N3CCCCC3)cc21 (stereo not given)	i	i	23	i	i	-11	4	i	i	i	i
O=C(c1cccc(S(=O)(=O)N2CCCCC2)c1)N1CCN(S(=O)(=O)c2ccc(F)cc2)CC1	i	i	-2	i	i	-5	4	i	i	i	i
COc1ccccc1NC(=O)C(=O)N(c1cccnc1)C(C(=O)NC(C)(C)C)c1ccccc1 (stereo not given)	i	i	-2	i	i	-3	-1	i	i	i	i
O=C(c1ccccc1F)N1CCN(CC2CC3C=CC2C3)CC1 (stereo not given)	i	i	3	i	i	-9	-1	i	i	i	i
Cc1ccc2oc(=O)c3cnn(CC(=O)N(Cc4ccco4)C4CCCCC4)c3c2c1	i	i	7	i	i	-11	/	i	i	i	i
CCOc1ccc(N(CC(=O)Nc2ccc(C)c(C)c2)S(C)(=O)=O)cc1	i	i	-17	i	i	-9	-2	i	i	i	i
O=C(CCCn1c(=S)[nH]c2ccccc2c1=O)NCCSCc1ccccc1	i	i	2	i	i	-6	0	i	i	i	i
Cc1ccc(C)c(N(C(=O)Cn2nnc3ccccc32)C(C(=O)NCc2ccco2)c2ccncc2)c1 (stereo not given)	i	i	-8	i	i	-5	2	i	i	i	i
S=c1[nH]c2cc(Cl)c3cccnc3c2o1	i	i	8	i	i	-8	5	i	i	i	i
COc1cc(/C=N/Nc2cccc3cccnc23)cc(OC)c1O	i	i	-2	i	i	-10	9	i	i	i	i
COc1ccc(CCNC(=O)c2ccco2)cc1	i	i	/	i	i	-4	-2	i	i	i	i
CCOc1ccc(OCC)c(NC(=O)CN(C)S(=O)(=O)c2ccc3nc(C)sc3c2)c1	i	i	-5	i	i	-13	1	i	i	i	i
CCC1CCCCN1CCCNC(=O)C1CCC(=O)N1Cc1ccc(C)cc1 (stereo not given)	i	i	-10	i	i	-6	-6	i	i	i	i
CCN(CC)C(=O)C1CCCN(Cc2ccc(OC)c(C)c2)C1 (stereo not given)	i	i	-4	i	i	-13	4	i	i	i	i
CC(=O)CSc1ncnc2nc[nH]c12	i	i	-4	i	i	-1	-3	i	i	i	i
CCCCS(=O)CC(COCc1ccccc1)OC(=O)CSc1nc(C)cc(C)n1 (stereo not given)	i	i	-8	i	i	-9	-6	i	i	i	i
COC(=O)c1scc(C)c1N/N=C(\C)c1ccc(F)cc1F	i	i	31	i	i	-5	3	i	i	i	i
CC1(C)CC(N(Cc2cccs2)C(=O)c2ccco2)CCO1 (stereo not given)	i	i	-3	i	i	-6	-3	i	i	i	i

Part of the list above in another layout:
canonical_smiles | KCNK9 inh | TMEM16A act | SKKanGAS inh | KCNQ1 act | KCNQ1 block | hERG rescue | HDAC3 inh | RGS4 act | RGS4 block | ANO1 block | KCNK3 block
COc1cc(/C=N/Nc2cccc3cccnc23)cc(OC)c1O | i | i | -2 | i | i | -10 | 9 | i | i | i | i
CCOc1ccc(OCC)c(NC(=O)CN(C)S(=O)(=O)c2ccc3nc(C)sc3c2)c1 | i | i | -5 | i | i | -13 | 1 | i | i | i | i
